Compound activity deposited in PubChem by several laboratories.
RGS7-Gao: RGS7-Galphao binding modulators, primary screen, biochemical, multiplexed bead flow cytometry; actives lie on both sides; binding response (% of control), % at 10 µM; 220,000 compounds, 0.35% hits; in the data active = binding response below about 49% or above about 150%; inconclusive = no clear call, values can overlap the other calls; inactive = in between;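 also: fluorescent Galphao held in activated GDP-AlF4 state binding bead-coupled RGS7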
Target sequence (P09471 whole entry, looked up): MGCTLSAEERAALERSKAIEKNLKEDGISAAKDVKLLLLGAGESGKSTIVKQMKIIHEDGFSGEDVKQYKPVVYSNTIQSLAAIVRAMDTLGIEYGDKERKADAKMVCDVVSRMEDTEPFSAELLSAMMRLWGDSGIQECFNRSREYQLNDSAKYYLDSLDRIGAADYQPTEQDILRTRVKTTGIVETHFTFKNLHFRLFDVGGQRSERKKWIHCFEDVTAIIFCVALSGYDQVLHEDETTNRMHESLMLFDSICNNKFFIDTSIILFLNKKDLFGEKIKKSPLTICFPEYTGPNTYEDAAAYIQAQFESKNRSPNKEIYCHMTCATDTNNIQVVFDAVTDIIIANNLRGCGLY
RGS4-Gao reg: modulators of RGS4 binding to Galphao, primary screen, biochemical, multiplexed bead flow cytometry | actives lie on both sides | binding response (% of control), % at 10 µM | 220,000 compounds, 0.33% hits | AID 1415, 2008; in the data active = binding response below about 49% or above about 150%; inactive = in between;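 also: fluorescent Galphao activated with aluminum fluoride binding bead-coupled RGS4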
Bim-Mcl-1: inhibitors of Bim peptide binding to Mcl-1, primary screen, biochemical, bead-based flow cytometry, multiplex | Induced myeloid leukemia cell differentiation protein Mcl-1 (Homo sapiens), Q07820 | Bim peptide-Mcl-1 binding | inhibition, % at 10 µM | 190,000 compounds, 0.1% hits | AID 1009, 2008; in the data active = inhibition above about 40%;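 also: 0% = no compound tracer wells and 100% = peptide blocker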
Target sequence (Q07820 whole entry, looked up): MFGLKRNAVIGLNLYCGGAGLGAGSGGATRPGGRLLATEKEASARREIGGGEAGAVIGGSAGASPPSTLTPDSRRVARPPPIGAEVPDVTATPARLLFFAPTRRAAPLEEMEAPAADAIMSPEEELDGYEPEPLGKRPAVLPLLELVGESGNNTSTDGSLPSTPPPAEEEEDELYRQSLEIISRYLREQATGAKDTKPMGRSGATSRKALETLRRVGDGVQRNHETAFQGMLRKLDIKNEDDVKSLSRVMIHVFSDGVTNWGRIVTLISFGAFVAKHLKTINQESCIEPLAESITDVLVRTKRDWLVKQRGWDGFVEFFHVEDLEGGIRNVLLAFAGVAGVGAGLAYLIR
ABCG2 inh: ABCG2 efflux pump inhibitors, primary screen, multiplex with ABCB1, IgMXP3 cells, flow cytometry; Broad substrate specificity ATP-binding cassette transporter ABCG2 (Homo sapiens), Q9UNQ0; JC-1 efflux; inhibition, % at 6.6 µM; 190,000 compounds, 0.1% hits; AID 1325, 2008;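 active = inhibition above 80%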;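 also: 0% = DMSO and 100% = nicardipine control wells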
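Test system: IgMXP3 (ABCG2) plus far-red-tagged CCRF-Adr (ABCB1) cells / Amount: 3 million cells/mL in well / Reagent: JC-1 transporter substrate / Timing: 10 min compound exposure, 25 °C / Signal: flow cytometry, 530 nm JC-1 signal / Read-out: percent efflux inhibition, scaled nicardipine 100% to DMSO 0% / Benchmarks: nicardipine as high control, DMSO as low control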
ABCB1 block: ABCB1 efflux pump inhibitors, primary screen, cell-based, multiplex, flow cytometry, ABCG2 counter-screen; ATP-dependent translocase ABCB1 (Homo sapiens), P08183; CCRF-Adr cells, JC-1 efflux; inhibition, % at 6.6 µM; 190,000 compounds, 0.067% hits; AID 1326, 2008; in the data active = inhibition above about 40%;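 also: 0% = vehicle and 100% = reference inhibitor; higher value means more JC-1 retained so stronger ABCB1 efflux block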
RGS8-Gao: RGS8-Galphao binding modulators, primary screen, biochemical, multiplexed bead flow cytometry. 220,000 compounds, 0.34% hits. actives lie on both sides. AID 1423, 2008. response (percent of control binding), % at 10 µM. Guanine nucleotide-binding protein G(o) subunit alpha (Homo sapiens), P09471; in the data active = response below about 60% or above about 140%; inactive = in between;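 also: Galphao activated as the GDP aluminium fluoride complex binding bead-coupled RGS8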
GSH bead fluor: compound fluorescence on glutathione beads, profiling panel, artefact control, biophysical, 488/530 nm, flow cytometry | GSH beads flow cytometry, compound fluorescence 488/530 nm; hits give high values | fluorescence (KMESF) at 10 µM | 190,000 compounds, 0.25% hits; in the data active = fluorescence above about 89;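 also: glutathione beads carrying GST-tagged Bcl family fusion proteins plus one bare bead set; values are compound well signal with DMSO vehicle wells as background; inactives centre near 16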
Mcl1-Bid inh: Mcl-1/Bid binding inhibitors, primary screen, biochemical, TR-FRET, 1536-well. Induced myeloid leukemia cell differentiation protein Mcl-1 (Homo sapiens), Q07820. TR-FRET Mcl-1/Bid-Dy647 peptide binding. inhibition, % at 21.7 µM. 220,000 compounds, 0.97% hits;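 active = compounds that cut the binding signal by more than half at the single screening dose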;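 also: His-tagged Mcl-1 with europium anti-His antibody binding Bid BH3 peptide; 0% = Mcl-1 plus peptide wells and 100% = peptide-only wells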
Mcl1-Noxa inh: Mcl-1/Noxa binding inhibitors, primary screen, biochemical, TR-FRET, 1536-well | Induced myeloid leukemia cell differentiation protein Mcl-1 (Homo sapiens), Q07820 | TR-FRET Mcl-1/Noxa peptide binding, 2 h | inhibition, % at 21.7 µM | 220,000 compounds, 1.5% hits;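 active = compounds that cut the protein-peptide binding signal by more than 50% relative to plate controls in a single-dose test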;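 also: His-tagged Mcl-1 with rhodamine Noxa BH3 peptide and terbium anti-His antibody; 0% = Mcl-1 plus Noxa peptide wells and 100% = peptide-only wells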
Avidin bead fluor: green autofluorescence of compounds with avidin beads – biophysical, 488/530 nm, flow cytometry, artefact control, profiling panel. compound fluorescence 488/530 nm; hits give high values. 220,000 compounds, 0.38% hits. fluorescence (KMESF) at 10 µM; in the data active = fluorescence above about 47; also: inactives centre near 10
Pf gametocyte: late stage P. falciparum gametocyte viability inhibitors, primary screen, ATP luminescence, HTS | 150,000 compounds, 0.065% hits | P. falciparum stage V gametocytes, 24 h | AID 743093, 2013 | inhibition, % at 10.9 µM;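 active = inhibition above the mean plus 3 SD of compounds within the control limits, set per campaign, cut at about 38% in these data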;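 also: 0% = DMSO wells and 100% = medium only without gametocytes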
* hit, by the source's call; ? = inconclusive; . = not tested or not shown.

SMILES	RGS7-Gao	RGS4-Gao reg	Bim-Mcl-1	ABCG2 inh	ABCB1 block	RGS8-Gao	GSH bead fluor	Mcl1-Bid inh	Mcl1-Noxa inh	Avidin bead fluor	Pf gametocyte
O=C(c1ccccc1)N1CCC(c2nc(-c3ccc(S(=O)(=O)N4CCOCC4)cc3)no2)CC1	100.4	104.7	-1.0	2.5	0.8	100.4	48	-23.5	28.5	9	.
CCc1ccc(-c2ccc(SCC(=O)Nc3nnc(C)s3)nn2)cc1	101.3	100.4	3.0	6.2	1.9	99.9	14	4.8	20.9	13	.
CCn1cc(C(=O)NCC2CCCO2)c(=O)c2cc(S(=O)(=O)N3CCC(C)CC3)ccc21 (centres undefined)	108.6	110.8	0.0	4.8	0.4	104.0	50	29.7	10.2	8	0.5
CC1(OC(=O)c2cccs2)C(=O)C=C2C=C3CCCN3C=C2C1=O (centres undefined)	?	93.6	.	.	.	94.0	.	-64.3	71.5*	5	.
CCNc1nc(NCC)nc(OCCOC(=O)Nc2ccccc2)n1	102.0	101.9	2.0	2.0	0.9	98.4	24	-7.5	-7.6	10	-15.9
CS(=O)(=O)Nc1ccccc1C(=O)N1CCCC1	97.6	97.4	0.0	-3.3	-2.4	100.3	34	-3.4	11.3	8	11.8
O=C(NC1CC1)C(=O)c1c(-c2ccccc2)[nH]c2ccccc12	106.0	113.5	-2.0	-1.8	-0.3	103.7	17	1.7	-2.6	3	.
NC(=O)NC(=O)COC(=O)c1cccnc1Nc1ccccc1F	?	102.2	.	.	.	101.2	.	11.7	2.9	7	3.2
N#Cc1c2c(nc(N)c1-c1ccccc1)CCCCC2	101.6	97.3	2.0	6.6	1.6	98.9	11	1.6	-1.9	29	12.9
NC(=O)C(c1ccc(Cl)cc1Cl)c1ncc(C(F)(F)F)cc1Cl (centres undefined)	96.6	98.9	-1.0	-0.4	0.1	99.3	15	-11.7	-4.0	20	-5.6
Nc1nc(SCC(=O)N2CCCC2)[nH]c(=O)c1-c1ccccc1	105.9	101.8	-1.0	5.2	2.0	105.1	17	-21.8	4.8	12	0.7
Cc1ccc2nc(-c3ccncc3)cc(C(=O)NCCc3ccc(F)cc3)c2c1	?	100.6	4.0	8.0	1.2	100.3	17	-34.5	14.0	8	2.7
Cn1c(=O)c2c(nc(CN3CCC(C(N)=O)CC3)n2Cc2ccccc2F)n(C)c1=O	111.1	108.2	0.0	5.7	0.0	103.6	10	-36.4	9.6	9	.
COc1ccccc1N1CCN(C(=O)CSc2nnc3n2C(C)(C)Cc2ccccc2-3)CC1	96.6	98.2	-7.0	0.9	1.1	97.8	34	-13.2	14.2	11	.
CS(=O)(=O)N(CC(=O)N1CCCCC1)c1ccc2c(c1)OCO2	100.1	98.5	1.0	1.5	0.3	100.6	34	-6.6	8.7	7	-25.1
COc1ccc(OC)c(CN(CCCN2CCOCC2)C(=O)Nc2ccccc2)c1	92.0	91.6	0.0	3.9	1.6	80.2	21	-10.3	5.2	4	-5.3
CCOC(=O)C1CCN(C(=O)COc2ccc(Br)cc2)CC1	101.2	99.1	-1.0	2.6	0.5	98.7	51	17.8	21.3	8	-8.4
CCOC(=O)C1CCN(c2c(N(C)Cc3ccco3)c(=O)c2=O)CC1	97.8	100.1	-2.0	-3.9	-2.9	99.4	22	-12.9	-3.6	7	.
CN(C)S(=O)(=O)Oc1ccsc1C(=O)Nc1ccc(C(F)(F)F)cc1	95.0	84.4	0.0	11.0	0.4	99.0	26	-14.2	5.5	8	-43.8
CN(Cc1cnccn1)Cc1cn(Cc2ccccc2)nc1-c1ccc2c(c1)OCO2	98.5	95.5	-1.0	4.9	0.2	102.4	18	-46.0	-1.2	5	12.7
CCOc1ccc(CNC(=O)NS(=O)(=O)c2ccc(OC)cc2)cc1	94.3	95.2	0.0	0.4	0.1	98.7	5	-1.6	3.6	8	.
S=C(NCc1ccccc1)N1CCN(c2ccccc2)CC1	87.0	91.1	3.0	19.3	1.5	93.3	27	-31.8	19.6	10	11.8
O=C(NCCCO)C(=O)NCc1ccncc1	103.3	100.5	-2.0	-1.0	0.1	101.2	23	-11.5	4.9	5	-2.5
COc1cccc(C(=O)Nc2cc(NC(=O)c3ccco3)ccc2OC)c1	104.5	107.5	0.0	-0.3	-0.1	103.4	40	-28.4	-4.1	7	.
Cc1ccc(NC(=O)CCn2cccc2)cc1C	108.3	108.4	-2.0	0.8	0.3	110.6	19	59.9*	12.9	4	.
Cc1ccc(Sc2c([N+](=O)[O-])ncn2C)cc1	100.4	103.2	2.0	3.7	0.4	102.5	12	-24.5	1.9	10	5.0
O=C(NC1CCCC1)c1cnn2c(C(F)(F)F)cc(-c3ccco3)nc12	97.1	98.1	2.0	1.6	1.1	101.9	23	-16.5	22.6	11	4.6
O=C(Nc1ccc(F)cc1)Nc1cc(OCC(F)(F)F)cc(OCC(F)(F)F)c1	101.1	101.8	-1.0	-1.2	-1.1	102.3	20	-4.9	0.7	10	-14.7
Cc1nc2sc(C(c3cccc(F)c3)N3CCC(C)CC3)c(O)n2n1 (centres undefined)	109.2	105.8	1.0	1.7	0.8	104.4	30	-28.3	23.5	9	.
CC(=O)Oc1ccc(N(C(C)=O)S(=O)(=O)c2cccs2)cc1	94.9	91.3	0.0	3.8	1.0	99.4	24	2.0	6.8	18	-6.5
O=C(NCCN1CCN(c2ccccc2F)CC1)C1CCCN(S(=O)(=O)c2cnc[nH]2)C1 (centres undefined)	101.8	96.4	-2.0	-0.2	0.1	103.5	17	-21.4	-3.8	6	.
CCOC(=O)c1sc(NC(=S)NC(=O)c2ccco2)nc1C	96.7	99.2	-5.0	11.2	-2.5	96.5	14	-41.1	-94.5	13	5.0
COc1ccccc1N1CCN(CCNC(=O)Nc2cccc(C)c2C)CC1	99.6	98.0	-2.0	3.3	1.0	100.2	45	-2.2	6.8	5	.
O=C1/C(=C/c2ccco2)SC(=S)N1C1CCS(=O)(=O)C1 (centres undefined)	102.9	101.0	2.0	-0.1	-0.1	101.3	8	-53.5	20.9	21	.
Cc1ccc(N(CC(O)Cn2c3ccccc3c3ccccc32)S(C)(=O)=O)cc1 (centres undefined)	100.5	94.7	-1.0	2.9	1.0	97.2	34	17.0	15.8	7	.
O=C(COC(=O)CNC(=O)c1cccc([N+](=O)[O-])c1)Nc1cccc(S(=O)(=O)N2CCCCC2)c1	97.6	102.1	-6.0	27.8	3.4	100.5	13	8.5	32.0	4	7.8
CC1(C)CC(=O)c2cc(OCC(=O)NCCN3CCOCC3)ccc2O1	101.0	102.5	-6.0	7.0	1.0	101.3	27	-11.0	10.5	11	7.0
CCC(Cc1ccccc1)NC(=O)C1CCN(S(=O)(=O)c2c(C)noc2C)CC1 (centres undefined)	97.7	101.3	-2.0	0.4	0.2	101.4	24	5.4	-1.1	34	.
O=C1c2ccccc2C(Nc2cccnc2)N1Cc1ccccc1Cl (centres undefined)	99.7	105.1	-2.0	21.5	1.6	101.5	14	-8.7	-15.2	22	.
COc1ccc(N=C2SC(CC(=O)Nc3ccccc3)C(=O)N2CCc2ccccn2)cc1 (centres undefined)	104.9	104.1	-1.0	2.6	0.6	103.0	13	-56.0	7.4	5	15.3
CC(NCc1ccccc1)c1ccccc1O (centres undefined)	?	103.6	.	.	.	101.0	.	-11.6	-2.8	9	-9.8
CCC(C(=O)NC1CCCCC1)n1c(SCc2cccc(C)c2)nc2ccncc21 (centres undefined)	96.4	97.4	-4.0	14.0	0.7	100.5	13	23.3	31.0	5	.
Cc1ccc(NC2=C(Cl)C(=O)OC2OC(=O)c2ccco2)c(C)c1 (centres undefined)	105.0	103.6	4.0	1.4	0.1	103.7	15	0.7	15.7	8	.
O=C(Cn1c(=O)c2ccccc2n(CC(=O)N2CCCCC2)c1=O)N1CCCCC1	?	107.7	.	.	.	105.1	.	19.7	3.8	6	-1.4
Cc1nn2c(c1-c1ccccc1)N=C(c1ccco1)CC2c1ccccc1 (centres undefined)	95.3	94.0	-3.0	12.0	0.8	93.2	29	10.6	23.1	13	.
CCCN1C(=O)/C(=C/c2c(NCCCOC(C)C)nc3c(C)cccn3c2=O)SC1=S	110.8	112.4	-5.0	89.1*	61.5*	105.8	34	-0.6	26.8	28	.
CC(C)CNS(=O)(=O)c1ccc(CCC(=O)N2CCN(c3ccc(F)cc3)CC2)cc1	?	95.9	-1.0	1.7	1.0	95.3	18	-36.6	-5.3	9	-20.1
Cc1cc2ncn(S(=O)(=O)N(C)C)c2cc1C	99.2	98.3	0.0	1.4	0.6	96.9	17	5.6	24.0	9	-15.0
CN(C)CCCN1C(=O)c2cccc3c(Br)ccc(c23)C1=O	100.4	103.2	0.0	7.0	0.9	99.5	19	-14.7	18.4	7	8.4
CCc1ccc(S(=O)(=O)NC(=S)NC2CCCCC2)cc1	90.4	101.0	-3.0	3.4	1.9	102.7	13	-27.3	16.4	6	-0.4
COc1ccc(-n2c(=O)c3c4c(sc3n(CC(N)=O)c2=O)CCCCC4)cc1	?	99.1	.	.	.	98.3	.	-15.5	-1.7	8	10.6
COCC(=O)N/N=C(\C)CC(=O)NCc1ccco1	103.0	107.0	2.0	4.5	-0.4	104.0	20	-25.4	-5.4	6	9.4
CN(C[C@H](Cc1ccccc1)N(C[C@H](Cc1ccccc1)N(CCC(C)(C)C)N=O)N=O)N=O	97.6	98.8	0.0	2.8	2.4	100.4	22	5.8	12.0	6	.
CC(=O)CCC(=O)N1CCCC(CNC(=O)c2ccc(-c3ccccc3)cc2)C1 (centres undefined)	89.0	93.9	0.0	-0.5	-0.3	95.8	10	-4.3	-3.4	10	18.9
